# Insulin prom up = insulin promoter activators in MIN6 cells, imaging, high-content screening, mouse beta cells; MIN6 insulin promoter-GFP reporter; stronger effect = higher value; z-score at 5 µM; 190,000 tested, 0.3% active; AID 1625, 2009;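 active means z-score above 3 at 5 µM with at least 500 cells counted in the well; inconclusive means wells under 500 cells, flagged as cytotoxic or low count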
# Large T inhibition = SV40 large T antigen inhibitors, biochemical (AID 1903); SV40 large T antigen ATPase/helicase inhibition assay; higher % means a stronger effect; one-dose inhibition, % at 20 µM; IC50 in µM for titrated hits; 310,000 tested, 0.39% active; in the data active means a potency from the dose series; inconclusive means inhibition mostly from about 32% at the one dose, without a potency; inactive means the rest, 99 in 100 with inhibition below about 32%; further: strong numbers were not always called active
# RSV CPE inhibition = RSV antiviral activity via CPE protection, HEp-2 cells, primary 10 µM value included (AID 2391) | 310,000 tested, 0.13% active | CPE inhibition, % at 10 µM; hits with a dose series show IC50 in µM | HEp-2 cells, RSV-induced CPE inhibition; higher % means a stronger effect; in the data active means a potency from the dose series; inconclusive means CPE inhibition mostly from about 23% at the one dose, without a potency; inactive means the rest, 99 in 100 with CPE inhibition below about 21%; further: strong numbers were not always called active
# PhoP inhibition = inhibitors of PhoP regulon expression, primary screen, Salmonella Typhimurium, GFP reporter (AID 1863). S. Typhimurium PhoP-regulated promoter GFP reporter, 4 h; higher % means a stronger effect. inhibition, % at 50 µM; hits with a dose series show IC50 in µM. 300,000 tested, 0.16% active;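 active means inhibition over 29.93%, a cutoff 3 SD above the screen mean, later confirmed by dose response; inconclusive means inhibition over 29.93% but no dose response follow-up; inactive means inhibition at most 29.93% or unconfirmed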;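 further: 0% = low Mg2+ inducing control and 100% = high Mg2+ repressing control; strong numbers were not always called active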
# West Nile antiviral = West Nile virus antiviral activity, cell-based, CPE readout (AID 1621); West Nile virus-infected cells, CPE inhibition; higher % means a stronger effect; one-dose CPE inhibition, % at 10 µM; IC50 in µM for titrated hits; 290,000 tested, 0.02% active; in the data active means a potency from the dose series; inconclusive means CPE inhibition mostly from about 3.7% at the one dose, without a potency; inactive means the rest, 99 in 100 with CPE inhibition below about 2.2%; further: strong numbers were not always called active
# Insulin prom up cell count = recorded beside Insulin prom up, whose call it bears; cell count; measured here: cytotoxicity, nuclei count;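 total cells summed across four imaged fields per well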
# The depositor's hits bear a star; ? = inconclusive; · = no result given; & = joins results of further samples; ! = repeats disagree. The list is partial. The share of hits here may be higher or lower than overall.
SMILES,Insulin prom up,Large T inhibition,RSV CPE inhibition,PhoP inhibition,West Nile antiviral,others
Cc1ccc(N=C(/N=C(\N)N[N+](=O)[O-])Nc2ccc(C)cc2)cc1,·,2%,·,·,·,
COC(=O)C1=C(c2ccc(OC)c(OC)c2)C[C@@H]2CC[C@H]1N2C(=O)NCc1ccc(F)cc1,·,·,-0.4%,·,·,
COC(=O)C1=C(c2ccc(F)cc2F)C[C@@H]2CC[C@H]1N2C(=O)N1CCCCC1,·,·,-0.3%,·,·,
CCN(CC)C(=O)c1ccc(NC(=O)c2ccc(N3CCCC3=O)cc2)cc1,·,·,-0.1%,·,·,
CCCCCC[N+](=O)[O-],·,·,1.4%,·,·,
COC(=O)C1=C(c2ccc(-c3ccccc3)c(F)c2)C[C@@H]2CC[C@H]1N2C(=O)NCc1ccc(F)cc1,·,·,-0.2%,·,·,
N#Cc1ccc(NC(=O)CN2C(=O)NC3(CCCCCCC3)C2=O)cc1Cl,·,·,24%,·,·,
COC(=O)C1=C(c2ccc3ccccc3c2)C[C@@H]2CC[C@H]1N2C(=O)NC1CC1,·,·,1.6%,·,·,
COC(=O)C1=C(c2ccc(F)cc2OCc2ccccc2)C[C@@H]2CC[C@H]1N2C(=O)NCCCOC(C)C,·,·,-1.0%,·,·,
COCCNC(=O)N1[C@H]2CC[C@@H]1C(C(=O)OC)=C(c1ccc(OC)c(OC)c1)C2,·,·,2.8%,·,·,
COC(=O)C1=C(c2ccc(C(C)=O)cc2)C[C@@H]2CC[C@H]1N2C(=O)NCC1CC1,·,·,-0.4%,·,·,
CCCNC(=O)N1[C@H]2CC[C@@H]1C(C(=O)OC)=C(c1ccc(C(C)=O)cc1)C2,·,·,0.4%,·,·,
ClCCOCCCl,·,·,1.8%,·,·,
CCOC(=O)C1(c2ccccc2)CCN(CCC(=O)Nc2ccc(F)cc2)CC1,·,·,1.5%,·,·,
COC(=O)C1=C(c2c(C)noc2C)C[C@@H]2CC[C@H]1N2C(=O)NC1CC1,·,·,-0.6%,·,·,
COC(=O)C1=C(c2ccc(OC(F)(F)F)cc2)C[C@@H]2CC[C@H]1N2C(=O)NCc1ccc(F)cc1,·,·,0.2%,·,·,
COC(=O)C1=C(c2ccc(C(C)=O)cc2)C[C@@H]2CC[C@H]1N2C(=O)NC(C)C,·,·,-0.2%,·,·,
COC(=O)C1=C(c2ccc(F)cc2OCc2ccccc2)C[C@@H]2CC[C@H]1N2C(=O)NCc1ccccc1C(F)(F)F,·,·,0.5%,·,·,
COC(=O)C1=C(c2ccc(OC(F)(F)F)cc2)C[C@@H]2CC[C@H]1N2C(=O)NCc1cccc2ccccc12,·,·,1.9%,·,·,
CC1CCN(C(=O)COC(=O)c2cn(C)c3ccccc23)CC1,·,·,-0.2%,·,·,
CCN(C(=O)COC(=O)c1cc(C)n(C2CC2)c1C)c1ccccc1,·,·,-0.6%,·,·,
CC(=O)OC1=CC[C@H]2[C@@H]3CC[C@H]4C[C@H](OC(C)=O)[C@@H](OC(C)=O)C[C@]4(C)[C@H]3CC[C@]12C,·,·,4.5%,·,·,
CCSC(=O)N1CCCCCC1,·,·,0.5%,·,·,
COC(=O)C1=C(c2ccc(OC)c(OC)c2)C[C@@H]2CC[C@H]1N2C(=O)N1CCCC1,·,·,-0.3%,·,·,
O=NN1CCCCC1,·,·,2.5%,·,·,
# Further results follow.
SMILES,Insulin prom up,Large T inhibition,RSV CPE inhibition,PhoP inhibition,West Nile antiviral,others
COC(=O)C1=C(c2ccccc2OCc2ccccc2)C[C@@H]2CC[C@H]1N2C(=O)NCCOc1ccc(OC)cc1,·,·,0.7%,·,·,
COC(=O)C1=C(c2cccc(C#N)c2)C[C@@H]2CC[C@H]1N2C(=O)NC1CC1,·,·,3.8%,·,·,
COC(=O)C1=C(c2ccc(F)cc2F)C[C@@H]2CC[C@H]1N2C(=O)NCc1ccc2c(c1)OCO2,·,·,-0.7%,·,·,
C[C@]12CC[C@H](O)C[C@H]1CC[C@@H]1C2CC[C@]2(C)[C@@H](C3=CC(=O)OC3)[C@@H](O)C[C@]12O (some centres not stated),·,·,-2.1%,·,·,
CN(C(=O)COC(=O)c1cn(C)c2ccccc12)C1CCCCC1,·,·,1.2%,·,·,
Nc1ncc([N+](=O)[O-])s1,·,·,1.2%,·,·,
CCC(C)(C)c1ccc(O)cc1,·,·,2.1%,·,·,
COC(=O)C1=C(c2ccc(F)cc2F)C[C@@H]2CC[C@H]1N2C(=O)NCCCOC(C)C,·,·,1.2%,·,·,
CCCNC(=O)N1[C@H]2CC[C@@H]1C(C(=O)OC)=C(c1cccc(C#N)c1)C2,·,·,0.1%,·,·,
COC(=O)C1=C(c2c(C)noc2C)C[C@@H]2CC[C@H]1N2C(=O)NCCOc1ccc(OC)cc1,·,·,1.0%,·,·,
COC(=O)C1=C(c2ccc(OCc3ccccc3)cc2)C[C@@H]2CC[C@H]1N2C(=O)NCc1cccc(C(F)(F)F)c1,·,·,1.2%,·,·,
CCN(CC)CCO,·,·,0.8%,·,·,
COC(=O)C1=C(c2ccc(-c3ccccc3)c(F)c2)C[C@@H]2CC[C@H]1N2C(=O)N1CCC(C)CC1,·,·,1.3%,·,·,
O=C1C2(Cl)C3(Cl)C4(Cl)C(Cl)(Cl)C5(Cl)C3(Cl)C1(Cl)C5(Cl)C24Cl (configuration not stated),·,·,-1.9%,·,·,
CCC/C=N/O,·,·,0.1%,·,·,
COC(=O)C1=C(c2ccc(Cl)c(C(F)(F)F)c2)C[C@@H]2CC[C@H]1N2C(=O)NCCNC(C)=O,·,·,0.0%,·,·,
O=C(O)C(Br)CBr (configuration not stated),·,·,1.3%,·,·,
CC(=O)O[C@@H]1/C=C/[C@](C)(O)C[C@@H](C)C/C=C/[C@H]2[C@@H]3O[C@]3(C)[C@@H](C)[C@H]3[C@H](Cc4ccccc4)NC(=O)[C@@]312,·,·,2.5%,·,-0.5%,
O=C(c1ccccc1F)N1C[C@H]2C[C@@H](C1)c1cccc(=O)n1C2,·,·,-0.2%,·,-0.7%,
COc1cc2nc(CN3CC=C(c4ccccc4)CC3)[nH]c(=O)c2cc1OC,·,-8%,-0.6%,·,·,
[O-]c1ccccc1-[n+]1c(-c2ccccc2)cc(-c2ccccc2)cc1-c1ccccc1,·,13%,4.2%,·,·,
OC(CN1CCOCC1)c1csc2ccccc12 (configuration not stated),·,4%,1.9%,·,·,
c1ccc(C(OCCN2CCN(c3ncccn3)CC2)c2ccccc2)cc1,·,22%,14%,·,·,
NCCc1c(Cc2ccccc2)[nH]c2ccccc12,·,5%,0.6%,·,·,
Oc1ccc(-[n+]2c(-c3ccccc3)cc(-c3ccccc3)cc2-c2ccccc2)cc1,·,14%,-2.8%,·,·,

# Nothing new here: 13 of the compounds above.
SMILES,Insulin prom up,Large T inhibition,RSV CPE inhibition,PhoP inhibition,West Nile antiviral,others
CCN(CC)CCO,·,·,0.8%,·,·,
COC(=O)C1=C(c2ccc(-c3ccccc3)c(F)c2)C[C@@H]2CC[C@H]1N2C(=O)N1CCC(C)CC1,·,·,1.3%,·,·,
O=C1C2(Cl)C3(Cl)C4(Cl)C(Cl)(Cl)C5(Cl)C3(Cl)C1(Cl)C5(Cl)C24Cl (configuration not stated),·,·,-1.9%,·,·,
CCC/C=N/O,·,·,0.1%,·,·,
COC(=O)C1=C(c2ccc(Cl)c(C(F)(F)F)c2)C[C@@H]2CC[C@H]1N2C(=O)NCCNC(C)=O,·,·,0.0%,·,·,
O=C(O)C(Br)CBr (configuration not stated),·,·,1.3%,·,·,
CC(=O)O[C@@H]1/C=C/[C@](C)(O)C[C@@H](C)C/C=C/[C@H]2[C@@H]3O[C@]3(C)[C@@H](C)[C@H]3[C@H](Cc4ccccc4)NC(=O)[C@@]312,·,·,2.5%,·,-0.5%,
O=C(c1ccccc1F)N1C[C@H]2C[C@@H](C1)c1cccc(=O)n1C2,·,·,-0.2%,·,-0.7%,
COc1cc2nc(CN3CC=C(c4ccccc4)CC3)[nH]c(=O)c2cc1OC,·,-8%,-0.6%,·,·,
[O-]c1ccccc1-[n+]1c(-c2ccccc2)cc(-c2ccccc2)cc1-c1ccccc1,·,13%,4.2%,·,·,
OC(CN1CCOCC1)c1csc2ccccc12 (configuration not stated),·,4%,1.9%,·,·,
c1ccc(C(OCCN2CCN(c3ncccn3)CC2)c2ccccc2)cc1,·,22%,14%,·,·,
NCCc1c(Cc2ccccc2)[nH]c2ccccc12,·,5%,0.6%,·,·,

# (cont.)
SMILES,Insulin prom up,Large T inhibition,RSV CPE inhibition,PhoP inhibition,West Nile antiviral,others
C=C(C=O)C[C@@H]1C[C@H](O)C2OC3C[C@]4(C)OC5/C=C\CC6OC7C(CC=CCC6OC5CCCC4OC3CC2O1)OC1CC2OC3CC(=O)OC3C[C@@H](C)C[C@@]2(C)OC1C[C@@H]7C (some centres not stated),0.61,·,·,0%,-1.8%,Insulin prom up cell count=883
CN1CC2=CC(O)CC3Oc4c(O)ccc(c4[C@]23C)C1 (some centres not stated),·,23%,·,-2%,0.2%,
COC(=O)C1=C(c2ccccc2)C[C@@H]2CC[C@H]1N2C(=O)NC1CC1,·,4%,-0.4%,·,-0.5%,
COC(=O)C1=C(c2cc3ccccc3o2)C[C@@H]2CC[C@H]1N2C(=O)N1CCC(C)CC1,·,13%,16%,·,-0.5%,
COC(=O)C1=C(c2cccc(OC)c2OC)C[C@@H]2CC[C@H]1N2C(=O)NCc1ccc(C(F)(F)F)cc1,·,11%,2.3%,·,-1.0%,
COC(=O)C1=C(c2cc3ccccc3s2)C[C@@H]2CC[C@H]1N2C(=O)NCCCOC(C)C,·,23%,3.2%,·,-0.8%,
CCCNC(=O)N1[C@H]2CC[C@@H]1C(C(=O)OC)=C(c1ccc(S(C)(=O)=O)cc1)C2,·,11%,2.1%,·,-0.3%,
CC(C)CC(=O)Nc1ccc(S(=O)(=O)N2CC3CC(C2)c2cccc(=O)n2C3)cc1 (configuration not stated),·,4%,0.4%,6%,·,
CC(C)(C)c1o[nH]c(=O)c1CC(N)C(=O)O (configuration not stated),·,1%,2.1%,-6%,·,
CN(C)C(=O)Oc1cc(OC(=O)N(C)C)cc(C(O)CNC(C)(C)C)c1 (configuration not stated),·,15%&15%,-0.8%&-1.9%,1%&1%,·,
Cc1cc(-c2ccccc2)cc(-c2ccccc2)[n+]1CCc1ccccc1,·,19%,4.5%,-2%,·,
CC(c1ccccc1)[n+]1ccccc1 (configuration not stated),·,8%,-0.6%,-2%,·,
N[C@@H](Cc1ccc(N(CCCl)CCCl)cc1)C(=O)O,·,17%,-1.4%,-4%,·,
CN1C(CC(O)c2ccccc2)CCCC1CC(O)c1ccccc1 (configuration not stated),·,10%,-1.7%,3%,·,
CN(C)[C@@H]1C(=O)C(C(N)=O)=C(O)[C@@]2(O)C(=O)C3=C(O)c4c(O)cccc4[C@@](C)(O)C3C[C@@H]12 (some centres not stated),·,23%,1.0%,?,·,
CS(=O)(=O)c1ccc([C@@H](O)[C@@H](CF)NC(=O)C(Cl)Cl)cc1,·,8%,3.5%,9.9µM*,·,
CCN1C[C@]2(COC)CC[C@H](O)[C@]34C1[C@](O)([C@@H](OC)[C@H]23)[C@@]1(O)C[C@H](OC)[C@H]2C[C@@H]4[C@@H]1[C@H]2OC,·,7%,-0.6%,1%,·,
O=C([O-])c1ccc(-[n+]2c(-c3ccccc3)cc(-c3ccccc3)cc2-c2ccccc2)cc1,·,9%,0.8%,-4%,·,
C[n+]1ccc(-c2cc[n+](C)cc2)cc1,·,6%,0.3%,0%,·,
COc1ccc(C(=O)OC2C[C@H]3CC[C@H](C2)N3C)cc1OC (some centres not stated),·,17%,-2.8%,-3%,·,
O=[N+]([O-])c1cc(O)c(O)c([N+](=O)[O-])c1,·,23%,2.3%,6%,·,
CN(C)[C@@H]1C(=O)C(C(N)=O)=C(O)[C@@]2(O)C(=O)C3=C(O)c4c(O)cccc4[C@@](C)(O)C3[C@H](O)C12 (some centres not stated),·,?,7.7%&-0.5%,1.7µM*!,·,
